SW480 rereplic = DNA re-replication induction in SW480 cells; 1.8% of 340,000 active; SW480 DNA re-replication, Hoechst DNA content imaging, 48 h; Potency, µM (titrated, usually from 46.1 µM), inactives show top-dose re-replication activation, usual class: activators; further: % of control where 0% means no effect; nearly all actives have a fitted effect of over 55% in size
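Per well, 250 cells were exposed to pinned compound for 48 hr. Nuclear DNA was visualised with Hoechst (40 min, 37 C) and total object intensity recorded by fluorescence scanning.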
GLP-1R agonist = agonists of human GLP-1 receptor; HEK293 GLP-1R CRE-luciferase, luminescence, 4-6 h; cells express a hypersensitive GLP-1R form; Potency, µM (doses to about 45.6 µM), without a hit: at the top dose activation, usual class: activators; 0.007% of 380,000 active; AID 624172; further: % of control where 0% means no effect
Target sequence (P43220 whole entry, looked up): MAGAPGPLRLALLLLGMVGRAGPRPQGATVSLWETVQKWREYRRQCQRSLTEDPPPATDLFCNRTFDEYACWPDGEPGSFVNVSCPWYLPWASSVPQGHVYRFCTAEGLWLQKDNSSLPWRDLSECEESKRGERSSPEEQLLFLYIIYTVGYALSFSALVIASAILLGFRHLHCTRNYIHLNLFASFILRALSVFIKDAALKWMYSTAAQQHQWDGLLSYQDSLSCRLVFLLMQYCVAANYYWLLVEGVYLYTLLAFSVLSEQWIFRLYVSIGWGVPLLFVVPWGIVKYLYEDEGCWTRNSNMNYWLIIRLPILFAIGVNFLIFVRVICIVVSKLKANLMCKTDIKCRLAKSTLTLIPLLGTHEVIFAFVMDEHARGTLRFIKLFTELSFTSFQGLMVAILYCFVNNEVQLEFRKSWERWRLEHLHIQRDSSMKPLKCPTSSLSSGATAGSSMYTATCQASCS
KB-V1 cytotox = kills drug-selected multidrug resistant KB-V1 cells; KB-V1 MDR cells viability, CellTiter-Glo, 72 h; Potency, µM (top dose mostly 46.1 µM), inactives show at the top dose activity change, negative = cytotoxicity, hits mostly cytotoxic; 3.4% of 400,000 active; further: on the % scale 0 is the no-effect control and ±100 the full control effect; nearly all actives have a fitted effect of over 60% in size
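KB-V1 cells (P-gp-expressing MDR subline of KB-3-1) in phenol-red-free DMEM with 10% FBS were exposed to library compounds over a concentration series for 72 h at 37 degrees C. Viability read by CellTiter-Glo luminescence; concentration-effect curves fitted after normalization.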
HT1080 IDH1KD tx = HT-1080 IDH1 knockdown cell toxicity (counter line); HT-1080 IDH1 knockdown viability, ATP luminescence, 48 h; Potency, µM (top dose mostly 46.1 µM), for the others: top-dose activity, negative = toxicity, hits mostly cytotoxic; 2% of 360,000 active;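 further: 0% = DMSO wells and -100% = cell-free medium wells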
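Using the IDH1-knockdown HT-1080 line run in the same batch and compound series as the NT line, viability after 48 h at 37 °C was determined by CellTiter-Glo luminescence and expressed as % activity.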
KB-3-1 cytotox = KB-3-1 parental cell cytotoxicity; KB-3-1 viability, CellTiter-Glo ATP luminescence, 72 h; Potency, µM (doses to about 46.1 µM), inactives show at the top dose activity change, negative = cytotoxic, usual class: cytotoxic; 1.4% of 400,000 active; further: on the % scale 0 is the no-effect control and ±100 the full control effect; nearly all actives have a fitted effect of over 60% in size
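Multi-concentration cytotoxicity screen in KB-3-1 cells grown in DMEM lacking phenol red with 10% FBS. After 72 h at 37 °C with compound, ATP-dependent luminescence was recorded.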
TDP-43 yeast inh = TDP-43 toxicity inhibition in yeast | TDP-43 expressing yeast growth rescue, BacTiter-Glo, 24 h | Potency, µM (titrated, usually from 46.1 µM), inactives show top-dose growth rescue (activation), usual class: activators | 1.8% of 410,000 active; further: % of control where 0% means no effect; nearly all actives have a fitted effect of over 50% in size
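Luminescence from BacTiter-Glo reports growth of TDP-43-expressing yeast after 24 hr at 30 deg C with compound. Cells were raffinose-pregrown to mid-log, then seeded in galactose medium at OD600=0.02.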
HEK293 tox = cytotoxicity counter-screen for GLP-1 receptor inverse agonists; AID 624418; Potency, µM (top dose mostly 38.3 µM), inactives show at the highest dose activity change, negative = inhibition, actives largely listed as inhibitors; HEK293 cAMP-luciferase reporter cells, luminescence, 24 h; 0.13% of 410,000 active;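 further: loss of luciferase light is scored as toxicity; on the % scale 0 is the no-effect control and ±100 the full control effect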
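A 23 nL compound transfer followed 12 hours of cell culture at 37 deg C; exposure then lasted 24 hr. Luciferase assay detection reagent was dispensed and plates read for luminescence after a 12 min room-temperature wait.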
HT1080NT lethal = kills 2HG-producing HT-1080-NT fibrosarcoma cells | HT-1080-NT fibrosarcoma viability, CellTiter-Glo ATP luminescence, 48 h | Potency, µM (titrated, usually from 46.1 µM), inactives show at the top dose activity, negative = less viability, most hits filed as cytotoxic | 1.6% of 360,000 active | AID 686970;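 further: NT is the 2HG producing partner of a matched IDH1 knockdown line; 0% = DMSO-treated cells and -100% = media-only wells without cells; nearly all actives have a fitted effect of over 55% in size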
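HT-1080-NT fibrosarcoma cells (2HG-overproducing), 750 cells/well in RPMI with 5% FBS, dosed after 2 h and incubated 48 h at 37C. CellTiter-Glo luminescence normalized to DMSO and no-cell wells; concentration-response curves fitted and classed.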
GLP-1R inv ag = acts as inverse agonist at human GLP-1 receptor | HEK293 GLP-1R CRE-luciferase, luminescence, 24 h; GLP-1R form is constitutively active | 1.6% of 410,000 active | Potency, µM (highest dose often 38.3 µM), for the others: at the highest dose activity change, negative = inhibition, actives largely listed as inhibitors; further: on the % scale 0 is the no-effect control and ±100 the full control effect; nearly all actives have a fitted effect of over 55% in size
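Constitutively active GLP-1R drives a cAMP-responsive luciferase in stably transfected HEK293 cells; test compounds are added after overnight (12 h) attachment and left 24 hr, and signal loss in luminescence marks inhibition.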
Starred values were filed as active, the others as inactive; ? = inconclusive; · = not tested or not shown; [ ] = another dose, or the depositor's remark. The call rests on the fitted dose curve; in most records, active means well fitted curve in the direction sought with a large enough effect; inconclusive means small, poorly fitted or top-dose-only effect, or another doubt; inactive means no such curve, though single readings can be large; an effect the other way counts as inactive or inconclusive. Potency means the concentration at half of the fitted maximal effect.

no. | molecule | SW480 rereplic | GLP-1R agonist | KB-V1 cytotox | HT1080 IDH1KD tx | KB-3-1 cytotox | TDP-43 yeast inh | HEK293 tox | HT1080NT lethal | GLP-1R inv ag
1 | N#C/C(=C\c1cccnc1)c1ccccn1 | -16% | -4% | 10% | -1% | -6% | 19% | 4% | 0% | 44%[activator]
2 | CC(=O)Nc1cncc(-c2ccccc2F)n1 | · | -1% | 2% | 22% | 0% | 0% | 4% | 26% | 18%
3 | CCOc1ccc(N(CC(=O)Nc2cccc(OC)c2)S(=O)(=O)c2c(C)noc2C)cc1 | 16% | 14% | -4% | -14% | -7% | 27% | 18% | -9% | ?
4 | NC(=O)Cc1ccc2sc(-c3ccccc3)nc2c1 | -2% | 0% | -25% | -5% | -8% | 7% | -2% | -3% | -18%
5 | CSCC[C@H](NC(=O)COc1ccc(Cl)cc1)C(=O)N1CCC2(CC1)NCCc1[nH]cnc12 | -1% | 3% | -1% | 4% | 6% | -5% | -25% | 2% | 3%
6 | C[C@@H]1CN(C(=O)c2cc(COc3cccc(C(F)(F)F)c3)on2)C[C@H](C)O1 | -8% | 4% | · | -2% | · | 22% | -12% | 0% | ?
7 | CS(=O)(=O)N(Cc1ccccc1)c1ccc(C(=O)N2CCN(c3cccc(Cl)c3)CC2)cc1 | 17% | 4% | 0% | ? | -4% | -7% | 3% | ? | -21%
8 | CC(C)NS(=O)(=O)c1ccc(OCC(=O)N2CCc3ccccc3C2)cc1 | -10% | 17% | -13% | -6% | -1% | 0% | -1% | 0% | -20%
9 | O=C(c1cc(COc2ccc(F)cc2Cl)on1)N1CCc2sccc2C1 | 2% | 16% | -8% | -2% | 26% | 5% | -2% | -2% | ?
10 | CC(NCC(=O)Nc1ccccc1C(=O)NC1CC1)c1ccco1 (centres undefined) | -79%[inhibitor] | 5% | -1% | 1% | 4% | -7% | 3% | -1% | 1%
11 | CCC(C(=O)NCCCN1CCN(C)CC1)n1nc(C)n2c(cc3occc32)c1=O (centres undefined) | -2% | 0% | 20% | 17% | -4% | -2% | -6% | 6% | 12%
12 | Cc1ccc(/C=N/NC(=O)CNC(=O)COc2ccc(Cl)cc2)o1 | -6% | 1% | 16% | 3% | 29% | 21% | -6% | -1% | -22%
13 | COc1cccc(CNCc2cccc(Br)c2)c1OC | 2% | 7% | ? | 0% | -1% | 1% | 7% | 3% | ?
14 | O=C(NC(=S)N1CCCCCC1)c1ccc(Cl)cc1Cl | -3% | 8% | -22% | -4% | -21% | -23% | -32% | -4% | ?
15 | O=C(CCN1C(=O)[C@@H]2Cc3ccccc3CN2C1=O)N[C@H](C(=O)O)c1ccccc1 | -2% | -9% | 8% | 4% | 0% | 5% | -27% | 1% | -6%

Compound profiles (already shown):
`NC(=O)Cc1ccc2sc(-c3ccccc3)nc2c1` is entered as SW480 rereplic = -2%; GLP-1R agonist = 0%; KB-V1 cytotox = -25%; HT1080 IDH1KD tx = -5%; KB-3-1 cytotox = -8%; TDP-43 yeast inh = 7%; HEK293 tox = -2%; HT1080NT lethal = -3%; GLP-1R inv ag = -18%
`O=C(c1cc(COc2ccc(F)cc2Cl)on1)N1CCc2sccc2C1` is entered as SW480 rereplic = 2%; GLP-1R agonist = 16%; KB-V1 cytotox = -8%; HT1080 IDH1KD tx = -2%; KB-3-1 cytotox = 26%; TDP-43 yeast inh = 5%; HEK293 tox = -2%; HT1080NT lethal = -2%; GLP-1R inv ag = ?

Carrying on:
no. | molecule | SW480 rereplic | GLP-1R agonist | KB-V1 cytotox | HT1080 IDH1KD tx | KB-3-1 cytotox | TDP-43 yeast inh | HEK293 tox | HT1080NT lethal | GLP-1R inv ag
16 | O=C(Sc1nnc(-c2ccccc2)o1)N1c2ccccc2Sc2ccccc21 | -1% | 4% | 3% | 3% | 1% | 11µM* | -17% | 6% | 2%
17 | COCCn1c(C)cc(C(=O)COC(=O)Cc2n[nH]c(=O)c3ccccc23)c1C | ? | 26% | -24% | -5% | -14% | 0% | 3% | 1% | 24%
18 | CCCn1c(N)c(C(=O)CSc2nc3ncc(Cl)cc3[nH]2)c(=O)[nH]c1=O | ? | -7% | 2% | 3% | -2% | -4% | 1% | -3% | -17%
19 | Cc1c(CC(=O)NCCCCCC(=O)O)c(=O)oc2cc3occ(-c4ccccc4)c3cc12 | -3% | 10% | 15% | -11% | 3% | -7% | -3% | 0% | 11%
20 | O=C(CSc1nnc(Cc2ccccc2)n1-c1ccccc1)N1CCOCC1 | -9% | 29% | ? | 8% | -5% | 21% | 12% | 7% | -1%
21 | CC(Oc1ccccc1)C(=O)N1CCC2(CC1)Oc1ccc(F)cc1C(=O)C21CC(c2ccccc2)=NO1 (centres undefined) | 0% | -2% | 14% | -8% | -7% | 15% | -10% | -3% | 0%
22 | CCCCn1ccnc1C(=O)c1ccc(S(=O)(=O)N2CCCC2)cc1 | ? | -2% | ? | 1% | 1% | 0% | -4% | 0% | -27%
23 | O=C(O)c1ccc(CN2C(=O)c3cccc4c([N+](=O)[O-])ccc(c34)C2=O)cc1 | 5.8µM* | 6% | ? | ? | ? | -10% | 133%[activator] | ? | 8%
24 | CC1CCCC(NC(=O)COC(=O)/C=C/c2ccco2)C1C (centres undefined) | -5% | 4% | ? | 3% | 1% | 28% | 3% | 1%[9.24 µM] | ?
25 | O=C1CC(c2ccccc2)(c2ccccc2)c2ccccc21 | -5% | -11% | -20% | 15% | ? | ? | 4% | 8% | ?
26 | CCN(C(=O)COC(=O)c1cccc(S(=O)(=O)NCc2ccccc2)c1)c1ccccc1 | -4% | 14% | ? | 9% | 1% | 28% | -2% | 7% | ?
27 | O=C(NCCCN1CCC(Cc2ccccc2)CC1)C1CCN(S(=O)(=O)N2CCOCC2)CC1 | -4%[9.22 µM] | 0% | -1% | -11% | 0% | 12% | -10% | -15% | -21%
28 | CC(=O)c1ccc(N2CCN(c3ccc(S(=O)(=O)N4CCN(C)CC4)cn3)CC2)cc1 | 0% | 1% | -2% | 0% | -1% | -8% | 13% | 1% | -10%
29 | Cc1ccc(-n2nnnc2SCc2nnc(-c3ccccc3Br)o2)c(C)c1 | 2% | 3% | 10µM* | -6% | -2% | 12% | 5% | -26% | ?
30 | Cc1ccccc1OCC(=O)NC(C)c1ccccc1 (centres undefined) | 1% | -1% | -11% | -4% | 1% | 0% | -15% | -1% | ?
31 | COc1cc(NC(=O)CN(C)CCOc2ccccc2)c(C)cc1[N+](=O)[O-] | 6% | 3% | -17% | -3% | 0% | 6% | 1% | -1% | ?
32 | COc1ccccc1N(CCC#N)C(=O)CSc1nc(-c2ccccc2)cn1N | 13% | 0% | 0% | 0% | 0% | -18% | 3% | -9% | 0%
33 | Cc1cc(C)c(S(C)(=O)=O)c(Oc2ccc(C(C)(C)C)cc2)n1 | -38%[inhibitor] | 4% | 16µM* | -28% | 2% | 18% | 9% | 0% | 11µM*
34 | S=C(Nc1ccc2c(c1)OCO2)N1CCN(Cc2ccco2)CC1 | 7% | -8% | 15% | -9% | -16% | -11% | 3% | -1% | -6%
35 | Cc1ccc(N=Nc2c(O)[nH]c3ccc(F)cc23)cc1 | -2% | 3% | -12% | -16% | 3% | 23% | -7% | -29% | 4%
36 | COC(=O)C(C(=O)OC)C(C)C(C(=O)OC)C(=O)OC | -1% | 6% | 5% | 17% | 0% | -10% | 1% | 6% | 13%
37 | CCOCC(=O)Nc1nc2ccc(S(C)(=O)=O)cc2s1 | -4% | -6% | 0% | 11% | 23% | 9% | 0% | 24% | 1%
38 | Cc1ccc(NCc2nnc(SCC(=O)N(Cc3ccccc3)C(C)(C)C)o2)c(C)c1 | 18% | 2% | ? | ? | 2% | -12% | 3% | ? | ?
39 | COc1cc(/C=N/NC(=O)c2nc(C)cc(C)n2)ccc1O | -2%[9.22 µM] | -5% | 10% | 10% | -10% | -3% | 17% | 2% | 3%
40 | c1cnn(Cc2cnc(N3CCOCC3)s2)c1 | -2% | 9% | 0% | 5% | 6% | -10%[9.22 µM] | 1% | 6% | 21%
41 | CC(C)NC(=O)c1ccc(-c2ccc(Cl)c(C(F)(F)F)c2)o1 | -4% | -16% | 21% | 25% | 0% | -6% | -6% | 24% | -7%
42 | CCOc1ccc(N2CC(C(=O)NNC(=O)c3ccc(F)cc3)CC2=O)cc1 (centres undefined) | -16% | -8% | 14% | -4% | 5% | 9% | 4% | 0% | 15%
43 | Nc1ccc(-c2nc3c(Cl)c(N)ccc3[nH]2)cc1 | 10% | 22% | 0% | 0% | ? | 7% | -5% | -1% | 107%[activator]
44 | CC(=O)CCSc1ncnc2sc(-c3ccccc3)cc12 | 7% | 17% | -16% | -4% | 0% | ? | ? | -5% | 22%

In the list so far, seven contain fluorine.
no. | molecule | SW480 rereplic | GLP-1R agonist | KB-V1 cytotox | HT1080 IDH1KD tx | KB-3-1 cytotox | TDP-43 yeast inh | HEK293 tox | HT1080NT lethal | GLP-1R inv ag
2 | CC(=O)Nc1cncc(-c2ccccc2F)n1 | · | -1% | 2% | 22% | 0% | 0% | 4% | 26% | 18%
6 | C[C@@H]1CN(C(=O)c2cc(COc3cccc(C(F)(F)F)c3)on2)C[C@H](C)O1 | -8% | 4% | · | -2% | · | 22% | -12% | 0% | ?
9 | O=C(c1cc(COc2ccc(F)cc2Cl)on1)N1CCc2sccc2C1 | 2% | 16% | -8% | -2% | 26% | 5% | -2% | -2% | ?
21 | CC(Oc1ccccc1)C(=O)N1CCC2(CC1)Oc1ccc(F)cc1C(=O)C21CC(c2ccccc2)=NO1 (centres undefined) | 0% | -2% | 14% | -8% | -7% | 15% | -10% | -3% | 0%
35 | Cc1ccc(N=Nc2c(O)[nH]c3ccc(F)cc23)cc1 | -2% | 3% | -12% | -16% | 3% | 23% | -7% | -29% | 4%
41 | CC(C)NC(=O)c1ccc(-c2ccc(Cl)c(C(F)(F)F)c2)o1 | -4% | -16% | 21% | 25% | 0% | -6% | -6% | 24% | -7%
42 | CCOc1ccc(N2CC(C(=O)NNC(=O)c3ccc(F)cc3)CC2=O)cc1 (centres undefined) | -16% | -8% | 14% | -4% | 5% | 9% | 4% | 0% | 15%

Screening data from PubChem BioAssay.
